Rhodamine fluor: compound autofluorescence in rhodamine spectral region | actives 0.05% (n = 59,000) | Rhodamine-region fluorescence, 547/598 nm, Tris buffer; active compounds read high | max dye-equivalent concentration, M; in the data active = max dye-equivalent concentration above about 11 nM; inconclusive = between about 1.1 nM and that limit
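qHTS spectral profiling of compounds without any target or enzyme present, in pH 8.0 Tris buffer; plates were read after a 15-minute room-temperature incubation using the rhodamine-region filter set.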
Fluorescein fluor: fluorescein region autofluorescence; actives 0.91% (n = 59,000); max fluorescein-equivalent concentration, M; Compound autofluorescence, 480/540 nm, fluorescein-equivalent; active compounds read high; AID 593; in the data active = max fluorescein-equivalent concentration above about 10 nM; inconclusive = between about 1.1 nM and that limit
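Fluorescein stocks ranging 3 mM down to 300 nM, plus DMSO blanks, were pinned alongside compounds to build a per-plate standard curve. Buffer: 100 mM Tris, pH 8.0. Incubation 15 min, room temperature; filters 480/540 nm.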
4-MU autofl: compound fluoresces in the 4-MU spectral region. max dye-equivalent concentration, M. actives 11% (n = 59,000). compound autofluorescence, 340/450 nm, 4-MU equivalents; active compounds read high; in the data active = max dye-equivalent concentration above about 10 nM; inconclusive = mostly about 1.1 nM to 9.6 nM
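Compounds in 100 mM Tris, pH 8.0, sat 15 min at room temperature before fluorescence was read at 340 nm excitation/450 nm emission; a per-plate six-point 4-MU standard curve converted signals to dye-equivalent concentration at each compound concentration.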
Caspase-7 inhib: caspase-7 (human) inhibition, allosteric or competitive; recombinant caspase-7, Ac-DEVD-AFC fluorescence rate; Potency, µM (top dose mostly 57.5 µM), inactives show at the highest dose activity change, negative = inhibition, most hits filed as inhibitors; actives 0.02% (n = 75,000); AID 889; active = well fitted inhibition curve with a large enough effect in the main read-out, with a control signal flat, not every such curve was filed as active; inconclusive = small, poorly fitted or top-dose-only effect, or a change in a side signal; note: potency is the fitted concentration of half-maximal effect; % of control where 0% means no effect
A350 autofl: compounds fluorescent in Alexa 350 spectral region; AID 590; Compound autofluorescence, 340/450 nm, Alexa 350 dye-equivalents; active compounds read high; max dye-equivalent concentration, M; actives 11% (n = 59,000); in the data active = max dye-equivalent concentration above about 10 nM; inconclusive = mostly about 1.1 nM to 9.6 nM
USP2a inhib: USP2a (human) protease inhibition | actives 0.1% (n = 60,000) | Potency, µM (series often up to 38.3 µM), without a hit: at the highest dose activity change, negative = inhibition, most hits filed as inhibitors | USP2a enzymatic assay, qHTS inhibition;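 note: potency is the fitted concentration of half-maximal effect; nearly all actives have a fitted effect of over 60% in size; plate controls were DMSO for no effect and NEM full inhibition control for full effect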
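USP2 core (20nM final) preincubated 30 min RT with compound, then Ub-PLA2 20nM and NBD C6-HPC 20uM final added; buffer 20mM Tris-HCl pH 8.0, 2mM CaCl2. Fluorescence Ex 460/Em 535 read at 0 and 2.5 h; normalized to NEM.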
BRCT PPI green: inhibitors of human BRCA1 BRCT-phosphoprotein interaction (green fluorophore). P38398. BRCA1 BRCT-phosphopeptide binding, green fluorescence polarization. Potency, µM (series often up to 76.9 µM), for the others: at the highest dose activity change, negative = inhibition, usual class: inhibitors. actives 0.05% (n = 75,000). AID 875;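 note: potency is the fitted concentration of half-maximal effect; plate controls were peptide without protein for full effect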
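Fluorescence polarization: His-tagged BRCT (~35 kDa BRCA1 C-terminus, 250 nM) bound to 100 nM fluorescein-labeled phosphorylated 10-aa BACH1 peptide, pH 7.3 phosphate buffer with DTT and Tween 20. Compounds incubated 12 min at room temperature; inhibition read as lowered polarization.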
BRCT inh red: inhibitors of human BRCA1 BRCT-phosphoprotein interaction (red fluorophore) | Potency, µM (titrated, usually from 76.9 µM), for the others: at the top dose activity change, negative = inhibition, usual class: inhibitors | BRCT-phosphopeptide binding, red fluorescence polarization | actives 0.03% (n = 75,000); note: % is set by controls: 0 for no effect and ±100 for the full control effect
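Fluorescence polarization: 100 nM His-tagged BRCA1 BRCT with 100 nM TAMRA-labelled phospho-BACH1 decapeptide, phosphate buffer pH 7.3 with 150 mM NaCl, DTT, 0.01% Tween 20; 12 min RT. Binding inhibition seen as FP decrease.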
Casp1 inh: allosteric or competitive inhibitors of human caspase-1 | actives 0.03% (n = 75,000) | P29466 | Potency, µM (titrated, usually from 57.5 µM), inactives show at the highest dose activity change, negative = inhibition, usual class: inhibitors | AID 900 | Caspase-1 enzyme, Ac-WEHD-AFC fluorogenic rate;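 note: potency is the fitted concentration of half-maximal effect; plate controls were vehicle for no effect and no substrate for full effect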
TexasRed autofl: Texas Red region autofluorescence; AID 587; max dye-equivalent concentration, M; Compound fluorescence, Texas Red channel, 547/618 nm; active compounds read high; actives 0.06% (n = 59,000); in the data active = max dye-equivalent concentration above about 10 nM; inconclusive = between about 1.1 nM and that limit
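Pin-transferred compounds and Texas Red standards go into 100 mM Tris buffer, pH 8.0. After 15 min at room temperature, plates are imaged with 547/618 nm filters. Each value is a dye-equivalent concentration derived from the per-plate dye curve.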
HEK293 cAMP ctrl: counter-screen for TSHR agonists: cAMP increase in parental HEK293. parental HEK293 CNG cAMP sensor, membrane potential fluorescence. Potency, µM (highest dose often 57.1 µM), for the others: at the top dose activation, most hits filed as activators. actives 2.5% (n = 73,000). AID 938; note: potency is the fitted concentration of half-maximal effect; % of control where 0% means no effect; nearly all actives have a fitted effect of over 55% in size
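Parental HEK 293 cells stably expressing a modified CNG channel (no TSHR) report cAMP rise as membrane depolarization. Membrane potential dye with 100 uM RO 20-1724 was loaded for 60 min at room temperature, then compound added for 30 min; fluorescence read at 590 nm.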
* = called active by the depositor; i = inactive; ? = inconclusive; / = not tested or not shown; [ ] = another dose, or the depositor's remark. Unless noted, calls come from the whole dose curve; as a rule, active = well fitted curve in the direction sought with a large enough effect; inconclusive = small, poorly fitted or top-dose-only effect, or another doubt; inactive = no such curve, though single readings can be large; an effect the other way counts as inactive or inconclusive. Not all compounds are listed; the hit share may differ from the screen's.

Fields – Rhodamine fluor, Fluorescein fluor, 4-MU autofl, Caspase-7 inhib, A350 autofl, USP2a inhib, BRCT PPI green, BRCT inh red, Casp1 inh, TexasRed autofl, HEK293 cAMP ctrl
CC(=O)OC[C@H]1O[C@@H](O/N=C\[C@@H](C)[C@H](OCc2ccccc2)C(C)C)[C@H](OC(C)=O)[C@@H](OC(C)=O)[C@H]1OC(C)=O
  /, /, /, -0.8%[11.5 µM], /, /, -4.4%[15.4 µM], -0.1%[15.4 µM], -0.7%[11.5 µM], /, -2.1%[11.4 µM]
O=C(NCC(c1cccs1)N1CCOCC1)c1ccc(Cl)s1 (stereo unspecified)
  i, i, i, -1.2%, ?, 0.8%, 0.3%, -1.7%, -2.7%, i, ?
CC(C)CCn1c(N2CCC(C(N)=O)CC2)nc2c1c(=O)[nH]c(=O)n2C
  i, i, i, 1.2%, i, -3.7%, -0.7%, -0.6%, 0.2%, i, ?
COCCn1c(SCC(=O)c2[nH]c(C)c(C(C)=O)c2C)nc2ccccc21
  i, ?, i, -2.7%, i, 26.8%, 1.6%, 1.0%, 1.7%, i, 28.7%
Cc1nn(Cc2ccc(C(=O)N3c4ccc(F)cc4CCC3C)o2)c(C)c1Br (stereo unspecified)
  i, i, i, -1.6%, i, 22.5%, -0.4%, -0.2%, -2.3%, i, 26.7%
COc1cc(OC)nc(NC(=O)CSc2nc3ccccc3[nH]2)n1
  i, i, i, -0.5%, ?, 3.0%, 1.0%, -0.3%, 0.0%, ?, -4.0%
CCCCS(=O)(=O)c1sc2nc(C)cc(C)c2c1N
  i, i, 1.98e-08M*, -0.4%, 2.1e-08M*, 4.4%, -2.4%, -1.7%, -2.4%, i, 0.6%
C(=N\n1cnnc1)/c1ccc(-c2ccccc2)cc1
  /, /, /, -3.4%, /, 5.7%, 0.8%, -0.3%, -1.1%, /, 3.8%
Cc1ccnc2c(N3C(=O)C4C5C=CC(C5)C4C3=O)cccc12 (stereo unspecified)
  /, /, /, 0.7%, /, 6.0%[7.66 µM], -1.1%, -0.2%, 0.0%, /, -3.3%[11.4 µM]
Cc1noc(C)c1S(=O)(=O)N1CCC(C(=O)N2CCN(c3ccc(Cl)cc3)CC2)CC1
  i, i, i, -1.5%, i, 30.9%[activator], -0.9%, -0.5%, -0.5%, i, 9.0%
Cc1cc(=O)n(CCC(=O)O)c2ccccc12
  i, i, i, /, ?, /, /, /, /, i, /
COc1ccc(S(=O)(=O)N(C)CC(=O)Nc2c(F)cccc2F)cc1
  i, ?, i, 0.5%, i, -0.2%, -1.5%, 0.1%, 0.8%, ?, 4.8%
Cc1cc(NC(=O)COc2ccc(Cl)cc2Cl)n(CCC#N)n1
  i, ?, i, -5.0%, ?, 7.3%, -2.4%, -0.6%, -0.3%, i, 10.4%
N#Cc1nc(Cc2cccc3ccccc23)oc1NCCCn1ccnc1
  i, ?, i, -0.4%, i, 22.4%, 0.8%, -0.1%, -2.2%, i, -12.1%
O=C1CCC(=O)N1OCCCCOc1ccccc1
  i, i, i, 0.6%, i, -2.1%, 1.4%, -2.0%, 1.1%, ?, -1.2%
CC1=C(C(=O)N2CCN(C(=O)c3ccco3)CC2)C2(CCC(C)CC2)OC1=O (stereo unspecified)
  /, /, /, -2.0%, /, /, -1.2%, -0.2%, -1.5%, /, -2.0%
Cc1ccsc1C1NC(=O)c2c(sc3c2CCCC3)N1 (stereo unspecified)
  i, i, 1.46e-08M*, /, 1.93e-08M*, /, /, /, /, i, /
CC1(C)NC(=O)N(CCOc2ccc3c(c2)CCC3)C1=O
  i, ?, i, -1.0%, i, -17.1%, 1.9%, 0.9%, 1.2%, i, 6.9%
COc1ccc(Oc2ncc3nc(C)c(=O)n(CCc4ccccc4)c3n2)cc1
  i, i, i, -1.6%, i, 24.2%, -1.7%, 0.2%, -1.5%, i, ?
CCOC(=O)c1ccc(S(=O)(=O)n2c(CN3CCCCC3)nc3ccccc32)cc1
  i, ?, i, -1.2%, i, 29.6%, 1.3%, 1.0%, -2.8%, i, 4.6%
C=C(C)CN(CC#N)CC(=C)C
  i, i, i, 1.7%[11.5 µM], i, /, 0.3%[15.4 µM], -0.2%[15.4 µM], -0.2%[11.5 µM], i, -2.0%[11.4 µM]
COc1ccccc1C(=O)N1CCN(c2cccc(C(F)(F)F)c2)CC1
  i, ?, i, -1.0%, i, 8.8%, 1.1%, -2.0%, -0.4%, i, ?
Cc1cc(NS(=O)(=O)c2ccc(NC(=O)COc3ccc(Cl)cc3)cc2)no1
  i, i, i, 0.3%, i, 13.5%, -0.9%, 1.7%, -1.7%, i, -5.9%
Cc1cc(OCCN2CCCCC2)nc2ccccc12
  i, ?, i, /, i, /, /, /, /, i, /
Cc1ccc(CNC(=O)CCS(=O)(=O)c2cc(Br)cc3c2N(C(=O)C2CC2)CC3)o1
  i, i, i, -1.6%, i, 13.1%, 4.5%, -3.6%, -1.2%, i, 18.8%
CCC(c1nnnn1Cc1ccccc1)N(Cc1cc2cc(OC)ccc2[nH]c1=O)CC1CCCO1 (stereo unspecified)
  i, i, 3.23e-08M*, -13.7%, 3.22e-08M*, 21.9%, 3.5%, -2.0%, ?, ?, ?
COc1ccc(C)cc1-n1c(SCC(=O)Nc2cc(C)on2)nc2sc(C)c(C)c2c1=O
  i, ?, i, -5.7%, i, 34.0%[activator], 4.2%, 0.3%, -6.4%, ?, 2.3%
CCOC(=O)c1ccc(NC(=O)Cn2nnc(-c3ccc(F)cc3)n2)cc1
  i, i, i, 0.1%, i, 14.3%, -2.3%, -0.7%, 0.4%, i, 9.3%
O=[N+]([O-])c1ccc2ncccc2c1CCc1c([N+](=O)[O-])ccc2ncccc12
  i, 1.09e-08M*, i, -2.2%[11.5 µM], i, /, 0.2%[15.4 µM], -0.8%[15.4 µM], 0.4%[11.5 µM], i, ?
O=C1C(c2ccc(F)cc2)N(Cc2ccc3c(c2)OCO3)C(=O)CN1C1CCCC1 (stereo unspecified)
  i, ?, i, -1.1%, i, 3.3%, 0.9%, -0.5%, 4.6%, i, 16.0%
Cc1cc(C)n2nc3nc(N4CCCC4)nc(-c4ccccc4)c3c2n1
  i, i, 5.38e-08M*, -6.3%, 1.14e-07M*, 12.4%, -0.4%, -1.1%, -5.0%, i, 12.7%
Cc1cnc(CNc2cc(-c3ccc4c(c3)OCO4)ncn2)cn1
  i, i, i, -2.1%, i, 18.4%, -0.6%, -3.5%, 1.4%, i, 3.0%
CCOC(=O)c1sc(N2C(=O)C(O)=C(C(=O)c3ccco3)C2c2ccccc2)nc1C (stereo unspecified)
  i, i, i, -1.0%, i, 7.9%, 0.7%, 1.8%, 1.8%, i, -3.9%
COc1ccc(NC(=O)c2cc(-c3ccccc3OC)on2)cc1
  i, i, i, 0.9%, i, -16.6%, -1.2%, -0.5%, 2.2%, i, ?
Cc1c(NC(=O)c2cc(=O)[nH]c(=O)[nH]2)c(=O)n(-c2ccccc2)n1C
  i, ?, i, -0.8%, i, 1.3%, -1.9%, 0.2%, 1.7%, i, 9.7%
O=C(Cn1[nH]c(=O)c2ccccc2c1=O)N1CC=C(c2ccccc2)CC1
  i, i, i, -1.4%, i, 34.9%[activator], -2.0%, -0.2%, 0.4%, i, 13.5%
CCCCN(C(=O)NC(=O)Nc1cc(C)ccc1C)S(C)(=O)=O
  i, i, i, 0.5%, i, 6.7%, -1.9%, -0.8%, -0.6%, i, 4.7%
CN(C)c1cc(O)c(C(=S)Nc2ccccc2)c(N(C)C)c1
  i, i, i, -6.8%, i, -25.0%, 1.5%, -1.4%, -8.0%, i, ?
COc1ccc(/C(O)=C2/C(=O)C(=O)N(CCN3CCOCC3)C2c2cccnc2)cc1OC (stereo unspecified)
  i, ?, i, /, i, /, /, /, /, i, /
CC1(c2ccccc2)NC(=O)N(CC(=O)NC(=O)NC2CCCC2)C1=O (stereo unspecified)
  i, i, i, -2.1%, i, 4.7%, -0.5%, -1.4%, 0.0%, i, 3.6%
O=C1c2cccc(O)c2C(=O)c2c(O)cccc21
  /, /, /, -7.1%, /, 17.9%, 3.1%, 0.9%, 2.9%, /, -24.2%
CC1CCN(Cc2nc3c(c(=O)n(C)c(=O)n3C)n2Cc2cccc3ccccc23)CC1
  /, /, /, 1.8%, /, /, -3.7%, -2.9%, -0.7%, /, ?
CC(C)=CCC/C(C)=C/CO/N=C1/C[C@@H](O)[C@@H](O)[C@@H]2[C@@H]3C(=O)N(Cc4ccccc4)C(=O)[C@H]3CC[C@@H]12
  /, /, /, 0.2%[11.5 µM], /, /, -2.0%[15.4 µM], 1.5%[15.4 µM], -0.5%[11.5 µM], /, -2.6%[11.4 µM]
O=C(Cn1nc(C(F)(F)F)c2c1CCCC2)NC1CCCC1
  i, i, i, -0.2%, i, 3.8%, -2.7%, 0.0%, -2.2%, i, ?
CCCc1[nH]nc2c1C(c1c(C)nn(-c3ccccc3)c1Cl)C(C#N)=C(N)O2 (stereo unspecified)
  i, ?, i, /, i, /, /, /, /, i, /
Cc1ccccc1CSc1nnc(-c2cccnc2)n1N
  i, i, i, -1.6%, i, 6.0%, 2.9%, -1.8%, 0.3%, ?, -3.6%
